Screening data: PubChem, several laboratories
PLK1 kinase inh – inhibitors of human PLK1 kinase; recombinant PLK1 kinase, TR-FRET peptide phosphorylation; inhibition, % at 10 µM; 0.53% of 97,000 active;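 active = inhibition of 50% or more in the single-concentration screen; inactive = inhibition below 50%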;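 also: 0% = DMSO max control and 100% = H-89 dihydrochloride min control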
Target sequence (P53350 whole entry, looked up): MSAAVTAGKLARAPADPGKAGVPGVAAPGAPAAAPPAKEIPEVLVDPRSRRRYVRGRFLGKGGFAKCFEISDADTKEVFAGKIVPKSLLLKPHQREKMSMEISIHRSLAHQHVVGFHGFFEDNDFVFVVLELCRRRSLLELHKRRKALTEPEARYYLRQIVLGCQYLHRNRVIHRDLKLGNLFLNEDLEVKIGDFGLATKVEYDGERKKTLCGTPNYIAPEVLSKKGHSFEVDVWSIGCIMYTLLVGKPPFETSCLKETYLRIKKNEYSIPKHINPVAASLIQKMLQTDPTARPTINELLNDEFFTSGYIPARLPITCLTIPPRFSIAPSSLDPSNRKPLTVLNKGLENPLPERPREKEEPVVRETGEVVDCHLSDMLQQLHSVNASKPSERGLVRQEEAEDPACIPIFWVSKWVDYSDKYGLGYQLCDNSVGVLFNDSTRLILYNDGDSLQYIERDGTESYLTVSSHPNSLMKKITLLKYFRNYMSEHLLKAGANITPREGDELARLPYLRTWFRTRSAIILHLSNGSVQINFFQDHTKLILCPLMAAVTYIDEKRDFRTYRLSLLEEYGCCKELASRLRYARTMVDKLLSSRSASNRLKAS
Plk1 PBD FP – blocks phosphopeptide binding to human Plk1 polo box domain; AID 693; P53350; Plk1 PBD phosphopeptide binding, fluorescence polarization; inhibition, %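 (tested at about 20 µM)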; 0.13% of 97,000 active; in the data active = inhibition above about 34%, passing the limit was not always enough
CYP2C9 inh – inhibitors of human CYP2C9; inhibition, % at 5 µM; 20% of 96,000 active; CYP2C9 Supersomes, luciferin-H conversion, luminescence; AID 777;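 active = blocking of liver enzyme CYP2C9 beyond about 50% at 5 µM, limit read from the data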; also: values of inactives mirror those of a sister screen read the other way
Candida biofilm – kills Candida albicans biofilms; C. albicans biofilm + clotrimazole, Alamar Blue; AID 834; inhibition, % at 6 µM; 0.14% of 85,000 active;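 active = inhibition above 20%; inactive = inhibition below 20%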;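 also: preformed 24 hr biofilms exposed to compound for 48 hr; 0% = biofilm without compound and 100% = blank killed by clotrimazole plus chlorhexidine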
LYP act – activators of human LYP (PTPN22) phosphatase; Q9Y2R2; recombinant LYP, DiFMUP fluorescence; 0 = plate median, 100 = signal doubled; activation, % at 2 µM; 0.11% of 96,000 active; AID 697;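 active = activation at 2 µM above a set limit, the mean plus 5 SD, cut at about 37% in these data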
CYP2C9 act – increases human cytochrome P450 2C9 activity; AID 1024; 1.4% of 96,000 active; activation factor at 5 µM; recombinant CYP2C9, luciferin-H conversion, luminescence; active compounds read high; factor 1 = untreated enzyme, 0 = blocked; P11712;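 active = activation factor of 2 or more for CYP2C9 at a 5 µM dose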;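 also: 0 = sulfaphenazole-blocked wells and 1 = vehicle-only wells; values of inactives mirror those of a sister screen read the other way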
EphB4 ephrin blk – antagonists of human EphB4-ephrin-B2 interaction | P54760 | EphB4 LBD / TNYL-RAW-Alexa532 peptide, fluorescence polarization | inhibition, % at 7 µM | 0.15% of 97,000 active;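 active = inhibition above the screen-wide mean inhibition plus 3 SD, cut at about 15% in these data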;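 also: 0% = DMSO wells and 100% = excess unlabeled TNYL-RAW peptide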
PTPN22 inh 2 – inhibitors of human LYP (PTPN22) phosphatase; Q9Y2R2; recombinant LYP catalytic domain, DiFMUP fluorescence; inhibition, % at 2 µM; 0.21% of 96,000 active;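 active = inhibition at 2 µM at or above a set limit, the screen mean plus 3 SD, cut at about 24% in these data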;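 also: 0% = DMSO with enzyme and 100% = enzyme fully blocked by orthovanadate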
HIV Rev-RRE inh – HIV Rev-RRE protein-RNA interaction inhibition. Rev peptide-RRE RNA binding, FRET. inhibition, % at 8 µM. 0.79% of 97,000 active;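 active = inhibition above the screen-wide mean plus 3 SD, cut at about 35% in these data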;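 also: 0% = median DMSO wells and 100% = median Neomycin B control wells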
Target sequence (P05866 whole entry, looked up): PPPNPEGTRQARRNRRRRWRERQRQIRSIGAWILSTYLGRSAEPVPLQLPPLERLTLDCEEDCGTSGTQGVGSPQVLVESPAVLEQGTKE
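Test system – labelled RRE RNA duplex and labelled Rev peptide · Reagent – labelled Rev peptide · Doses – one concentration, 8 µM nominal · Incubation – 5 + 15 min at 25 °C · Signal – FRET fluorescence readout · Read-out basis – % inhibition of FRET ratio versus controls · Control set – DMSO wells as 0% and neomycin B wells as 100% inhibition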
Active calls of the source: *; / = no result given. Compounds as they come. About 20% of those tested had a hit in this group.

smiles	PLK1 kinase inh	Plk1 PBD FP	CYP2C9 inh	Candida biofilm	LYP act	CYP2C9 act	EphB4 ephrin blk	PTPN22 inh 2	HIV Rev-RRE inh
CCCCC(c1nnnn1C1CCCC1)N1CCN(C2CCCC2)CC1 (stereo not drawn)	-13.6	17.8	32.8	-1.7	6.8	0.7	0.6	-6.5	-5.8
O=C(Nc1ccc(N2CCOCC2)cc1)Nc1ccc2nc(-c3ccco3)c(-c3ccco3)nc2c1	-5.1	4.8	/	6.1	14.0	/	4.0	-14.7	11.1
CCc1c(C)nc2cc(-c3cccs3)[nH]n2c1=O	3.0	2.6	30.3	14.0	-2.8	0.7	5.1	0.0	1.9
Cc1ccc(NS(=O)(=O)c2ccc3c(c2)oc(=O)n3C)cc1F	-4.2	-16.9	76.3*	-4.7	-1.5	0.2	-8.9	1.0	6.5
COC(=O)C1=C(O)/C(=C\c2ccc(CNC(=O)C(=O)Nc3ccc(C)c(C)c3)o2)N=C1C	-7.5	4.7	80.2*	5.4	-0.7	0.2	-2.8	4.1	5.2
C=CCn1c(SCCOc2ccc(OC)cc2)nnc1C(C)NC(=O)c1ccc(OC)cc1 (stereo not drawn)	-36.3	-3.0	36.7	2.6	-0.8	0.6	-2.4	2.4	4.6
COc1ccc(-c2noc(CN3CCC(Cc4ccccc4)CC3)n2)cc1	-6.8	-14.7	70.7*	1.3	-7.2	0.3	2.0	7.7	3.5
CC(C)OC(=O)CSc1nc2ccccc2s1	-8.1	-7.6	7.5	5.1	0.5	0.9	2.8	2.1	0.1
COC(=O)[C@H](CCSC)NC(=O)Nc1ccc(C)cc1C	-13.1	1.9	23.8	2.0	-11.1	0.8	1.1	10.7	5.4
CCCN1C2CCCC1CC(NC(=O)Nc1cccc(C(C)=O)c1)C2 (stereo not drawn)	-13.5	41.4	-4.3	6.6	5.8	1	-5.8	-9.3	0.0
CCCn1nnc(NC(=O)c2ccc(-c3cccc(Cl)c3)o2)n1	-1.6	-0.8	18.5	1.9	4.4	0.8	4.5	-1.8	7.4
Cc1cc(C)cc(NC(=O)C2CCN(S(=O)(=O)c3c(C)n[nH]c3C)CC2)c1	-1.4	22.6	-72.5	4.0	-7.3	1.7	-11.9	7.1	1.7
Cc1sc(NC(=O)c2cccs2)c(C(=O)OC(C)C)c1C	-15.0	-7.9	/	-3.3	-0.6	/	-5.8	0.4	12.1
COc1ccc(NC(=O)c2cccnc2)c(OC)c1	-3.5	25.2	14.3	-3.2	10.6	0.9	-5.8	-13.8	9.7
Cc1cc(C)cc(Oc2ccc(C(F)(F)F)cc2C#N)c1	3.9	-18.6	52.0*	4.3	-0.1	0.5	2.3	1.8	25.1
CNc1c([N+](=O)[O-])cnn1-c1ccccc1Cl	-10.3	-23.3	23.6	/	-6.3	0.8	0.1	10.2	6.7
CN(C(=O)COC(=O)c1ccc(Cl)cc1N)C1CCS(=O)(=O)C1 (stereo not drawn)	-9.0	-9.0	-5.3	/	0.5	1.1	4.0	1.3	4.8
Cc1nc(N2CCC(C)CC2)c2oc3ccccc3c2n1	-7.9	11.6	69.9*	7.7	12.8	0.3	-2.9	-10.2	11.2
Cc1cc(C)cc(OCc2nnc(SCC(=O)N3CCN(c4ccccc4)CC3)o2)c1	-2.4	-14.4	21.3	4.0	-13.4	0.8	-11.2	10.6	2.4
COc1ccc(C2(CN(C(C)=O)C(C)=O)CCCC2)cc1OC	-2.2	-2.1	31.4	12.8	-0.4	0.7	2.4	1.0	3.6
CN(CCNC(=O)Cn1c(=O)sc2ccccc21)Cc1ccccc1	22.2	9.8	-10.1	3.3	4.4	1.1	/	-6.0	/
Cc1ccc(N2C(=O)C3CC(c4ccccc4)=C4C5C=CC(C6C(=O)N(c7ccc(C)cc7C)C(=O)C56)C4C3C2=O)c(C)c1 (stereo not drawn)	-1.6	-22.2	84.8*	/	4.2	0.2	3.6	-5.9	5.3
COc1ccc(OC)c(NC(=O)c2ccc(-n3cccn3)nc2)c1	-8.1	-5.2	-25.0	/	-9.8	1.3	-10.9	12.2	-0.5
Cc1ccc(S(=O)(=O)/N=C(/Nc2c(C)n(C)n(-c3ccccc3)c2=O)c2ccc(Cl)cc2)cc1	0.5	-15.3	39.2	/	14.6	0.6	-7.7	-10.0	1.0
CC(=O)NC1(C(F)(F)F)N=C2SCCN2C1=O (stereo not drawn)	-1.1	5.8	-0.9	1.4	-2.9	1	-3.4	0.3	7.8
CCC1Oc2ccccc2N(CC(=O)Nc2ccccc2OC)C1=O (stereo not drawn)	-9.4	-46.0	63.0*	6.8	-3.6	0.4	-6.0	2.9	1.5
Cc1ccccc1-n1nc2c(c1NC(=O)c1cc3ccccc3oc1=O)CS(=O)C2 (stereo not drawn)	-3.2	-16.1	15.9	3.5	2.6	0.8	2.0	-6.0	4.8
CC1(C)Cc2c(C#N)c(SCC(=O)c3ccccc3)nc(N3CCOCC3)c2CO1	-46.6	-26.4	91.7*	1.1	-11.2	0.1	4.5	9.4	8.5
COC(=O)c1nc2nc(C)cc(C(F)(F)F)n2n1	-4.5	2.9	-6.4	6.7	6.4	1.1	-10.4	-6.4	3.4
CCN(C(=O)c1ccc(NC(C)=O)cc1)c1ccccc1C	-5.4	0.5	-38.4	1.0	-1.1	1.4	7.2	1.8	5.2
Cc1cccc(NC(=O)Cn2c(=O)n(C)c3ccccc32)c1	-3.9	9.2	/	7.6	1.6	/	-6.5	-1.0	-0.5
CCc1nnc(NC(=O)C2Cc3ccccc3CN2S(=O)(=O)c2cccs2)s1 (stereo not drawn)	-6.2	-1.3	63.4*	/	-6.2	0.4	2.1	10.0	7.1
NC(=O)CSc1nnc(CNc2ccc(F)cc2)n1CC1CCCO1 (stereo not drawn)	-5.1	0.2	13.4	3.4	25.3	0.9	2.1	-27.9	8.0
O=C(O)CCc1nc2cccnc2n1Cc1ccccc1	0.5	6.0	9.0	8.3	-3.2	0.9	-0.6	0.6	5.9
CC12CC(NC(=O)N1c1cccc(C(=O)N3CCN(c4ccccc4F)CC3)c1)c1ccccc1O2 (stereo not drawn)	-4.9	-1.9	79.2*	1.4	-2.3	0.2	7.9	3.9	5.0
CCc1nc(NCCCCCO)c2nnn(Cc3ccccc3F)c2n1	-2.7	5.1	56.4*	3.4	-2.2	0.4	0.4	4.5	7.2
COCCn1c(C)cc(C2=NNC(=Nc3ccccc3F)SC2)c1C	-12.0	32.7	38.4	0.8	3.3	0.6	3.6	-2.2	-0.9
COc1ccc(CNC(=O)c2ccccc2[N+](=O)[O-])cc1	-9.4	1.3	11.2	/	-3.0	0.9	1.3	6.8	5.4
CCOC(=O)c1ccc(NC(=O)CN(c2ccc(C)cc2)S(=O)(=O)c2c(C)n[nH]c2C)cc1	-6.0	16.5	75.6*	7.5	-6.7	0.2	-4.8	7.3	5.8
N#Cc1ccc2ccn(CC(=O)NCc3ccco3)c2c1	-4.8	-11.7	-4.1	6.0	0.0	1	-1.2	-2.7	10.6
CCCCC(CC)COC1(c2ccccc2)OC(=O)c2ccccc21 (stereo not drawn)	-6.2	10.1	46.4	/	-1.3	0.5	3.8	3.4	23.3
CC1=CC(C)(C)N2C(=O)C3(C(C#N)=C(N)OC4=C3C(=O)CC(C)(C)C4)c3c(C)c(C)cc1c32 (stereo not drawn)	-5.4	-11.1	8.9	7.5	1.8	0.9	-3.1	-0.7	7.1
COc1ccc(C(=O)Nc2ccccc2N2CCN(C(=O)C(C)C)CC2)cc1Cl	-5.5	-23.1	/	6.1	6.5	/	-11.0	-7.0	3.4
Cc1cc(NC(=O)c2ccccc2Cl)c(C(C)C)cc1O	-2.7	9.4	-209.5	/	-0.7	3.1*	-5.2	3.0	1.1
Nc1nc(SCc2ccc3c(c2)OCO3)n[nH]1	-2.3	0.3	-14.4	2.6	2.2	1.1	2.2	-2.8	9.5
COCCCN=CC1=C(O)CC(C)(C)CC1=O	-2.1	-14.1	-11.8	/	2.9	1.1	1.2	-4.5	7.6
CCn1c2ccccc2c2cc(C3C(C#N)=C(N)Oc4n[nH]c(COC)c43)ccc21 (stereo not drawn)	-11.7	5.1	58.7*	-2.5	3.0	0.4	3.5	-2.5	6.5
CC(CCc1ccccc1)NC(=O)c1ccccc1 (stereo not drawn)	-11.1	22.1	91.3*	7.6	3.9	0.1	-3.6	-3.0	2.5
CCOC(=O)c1[nH]c2ccc(OC)cc2c1NC(=O)C(C)N1CCSCC1 (stereo not drawn)	-18.8	9.0	84.1*	3.7	12.4	0.2	0.1	-13.1	3.8
CC1CCN(C(=O)C2(NC(=O)Nc3cccc(F)c3)CCCCC2)CC1	-2.3	11.5	/	-2.4	-5.0	/	1.0	4.5	8.0

The list continues:
smiles	PLK1 kinase inh	Plk1 PBD FP	CYP2C9 inh	Candida biofilm	LYP act	CYP2C9 act	EphB4 ephrin blk	PTPN22 inh 2	HIV Rev-RRE inh
O=C1N(c2ccccc2)C2CS(=O)(=O)CC2N1c1ccc(Cl)c(Cl)c1 (stereo not drawn)	-1.9	8.5	40.4	/	-9.5	0.6	-10.1	7.8	1.4
CN1C(=O)N(c2ccccc2)C(Nc2nncs2)C1(C)C (stereo not drawn)	6.6	34.7	3.4	8.0	-1.6	1	-3.4	-1.1	5.9
Cc1cc2c(C)nc3ccccc3c2o1	-13.1	-9.7	/	4.8	2.5	/	2.9	-8.1	2.9
CCOC(=O)C1=C(N)OC2=C(C(=O)CCC2)C1c1ccco1 (stereo not drawn)	-3.0	32.6	16.2	5.0	21.2	0.8	-6.1	-21.5	1.8
Cc1cc(C)c(C)c(OCC(=O)N2CCOCC2)c1	-11.1	-7.2	-80.2	2.8	10.4	1.8	-2.6	-12.2	0.4
Cc1ccc(NC(=S)N/N=C/c2ccc(Cl)c([N+](=O)[O-])c2)cc1	-0.4	10.9	55.7*	/	1.2	0.4	5.8	1.7	5.5
